# Pf apPOL inh = Pf-apPOL DNA polymerase inhibition; actives 0.25% (n = 210,000); inhibition, % at 10 µM; Recombinant Pf-apPOL, molecular beacon fluorescence, 1.5 h
# mHTT-CaM PPI inh = mHTT-calmodulin interaction abrogation; P42858; AlphaScreen His-mHTT/GST-CaM binding, luminescence; inhibition, % at 15 µM; actives 3.6% (n = 190,000); AID 1671202;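 also: 0% = both proteins with DMSO and 100% = one protein alone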
# * = called active by the depositor; . = no result given; & = joins results of further samples. Rule as the data show it: active = inhibition above about 50%; inactive = the rest.
SMILES,Pf apPOL inh,mHTT-CaM PPI inh
Clc1ccccc1N1CCN(c2ncnc3nc[nH]c23)CC1,6,-7
Cc1ccc(NC(=O)OCC(F)(F)C(F)F)cc1NC(=O)OCC(F)(F)C(F)F,-5,4
CCc1cccc(C)c1NC(=O)CSc1nnnn1-c1ccc(C(N)=O)cc1,7,8
N#Cc1ccc(-c2cccs2)[nH]c1=O,-5,2
O=C(c1ccccc1Cl)n1cncc1-c1ccc([N+](=O)[O-])cc1,-2,9
Cn1c(=O)c(-c2nc(-c3cccc(F)c3)no2)c(O)c2cc(F)ccc21,2,6
Cc1ccc(=O)n(CCNC(=O)c2cc3ccccc3o2)n1,-1,-15
N#Cc1ccc(NC(=O)c2nn3c(c2Cl)NC(c2ccccc2)CC3C(F)(F)F)cc1 (stereo not drawn),3,-1
COc1cc(C)ccc1OCCCOc1ccc(C=O)cc1,-6,-12
COc1ccc(C2=NN(c3ccccc3)C(C#N)C2)cc1 (stereo not drawn),3,-61
Cn1cc(C(=O)N2CCN(c3ccc(F)cc3)CC2)c2ccccc2c1=O,-3,9
O=C(NCCCN1CCc2ccccc2C1)c1noc2c1CCCCC2,-1,4
CCCCN1C(=O)S/C(=C\c2cc(C)n(C)c2C)C1=O,-6,1
Cc1ccc(C2CC(=O)CC(c3ccccc3)S2)cc1 (stereo not drawn),-3,0
Cc1ccc(C2C=C(c3ccc(I)cc3)Nc3nnnn32)cc1 (stereo not drawn),-4,-2
Cc1ccc(C)c(NC(=O)C2CCn3c(nc4ccccc43)C2)c1 (stereo not drawn),-7,-10
CC(C)c1ccc(S(=O)(=O)N2CCC3(CC2)NCCN=C3NC2CCCCCC2)cc1,-10,4
CCC(C)NC(=O)Cn1cnc2c(oc3ccccc32)c1=O (stereo not drawn),0,-6
Cc1ccc(C(=O)Nc2ccc3c(c2)OCO3)cc1[N+](=O)[O-],0,5
Cc1cccc(-c2cc(N3CCN(C(=O)Nc4ccccc4)CC3)ncn2)c1,4,23
Cc1noc(C)c1S(=O)(=O)N1CCN(C)C(c2ccccc2)C1 (stereo not drawn),0,0
OCCNCCOc1ccc(I)cc1,-5,-3
COc1cccc(CNC2CCN(c3ccc(C(=O)Nc4cccc(F)c4)cn3)C2)c1O (stereo not drawn),-5,18
Cc1nn(Cc2c(Cl)cccc2Cl)c(C)c1NC(=O)c1cc(-c2ccco2)on1,1,2
Cc1noc(C2CN(C(=O)NC3CCCC3)CC23CCOCC3)n1 (stereo not drawn),-4,0
CC(Oc1ccccc1)C(=O)Nc1cc(C(=O)Nc2ccccc2)ccc1Cl (stereo not drawn),-1,-20
COc1ccc(-c2cc(=O)c3ccc(NC(=O)C(C)(C)C)cc3o2)cc1,-10,2
CC(NC(=O)c1cc2n(n1)CCCC2)c1ccccc1 (stereo not drawn),-1,-6
CCCCNC(=O)c1cnn2c(-c3ccc(OCC)cc3)ccnc12,0,-20
CC(=O)c1c(C)oc(C)c1C(C)=O,-3,-6
COc1cc(C(=O)NCc2ccccn2)c([N+](=O)[O-])cc1OC,7,-3
CCCn1c(=N)c(C(=O)NC2CCCCC2)cc2c(=O)n3ccccc3nc21,-3,0
Cc1ccc(CN2CCCn3nc(C(=O)NCc4cccc(Cl)c4)cc3C2=O)cc1,4,5
CCCc1[nH]n(-c2ccc(F)cc2)c(=O)c1C=NCCc1ccc(OC)cc1,6,9
OC(COc1ccc2oc3c(c2c1)CCCC3)CN1CCN(c2ccccc2)CC1 (stereo not drawn),-2,28
O=C1CSC(c2ccccc2[N+](=O)[O-])N1c1ccc(F)cc1 (stereo not drawn),-5,6
NC(=NOC(=O)c1c(F)cccc1F)c1cccc(-n2cccc2)c1,-12,.
CC(=O)N1CCN(c2nc3c(s2)CC(C(=O)Nc2cccc(F)c2C)CC3)CC1 (stereo not drawn),0,5
Cc1ccc(Cc2c(C)nc3nc(SCC(=O)NCCN4CCCCC4C)nn3c2C)cc1 (stereo not drawn),2,9
CCCNC(=O)C(=O)Nc1ccccc1,-4,0
O=C(O)c1cc2c3c(c1)C1C=CCC1C(c1cccc([N+](=O)[O-])c1)N3CC1CC=CC21 (stereo not drawn),4,70*
C#CCSc1nnc(SCC(=O)c2sc3ccc(Cl)cc3c2C)s1,0&0,.
CCCN1CC23C=CC(O2)C(C(=O)O)C3C1=O (stereo not drawn),-2,-10
O=C(c1ccc(Cn2ccnc2)cc1)N1CCN(Cc2nc3ccccc3[nH]2)CC1,-5,-7
CN1CCN(C(=O)C2CC(=O)N(c3ccc4c(c3)CCN4C(=O)C3CC3)C2)CC1 (stereo not drawn),2,0
COc1ccccc1OCC(=O)Nc1ccncc1,-7,-7
Cc1c(C2CCN(C(=O)NCCC(C)C)CC2)noc1N,0,-4
Cc1scc2nc(C(=O)N3CCC(C)CC3)nc(N3CCCC3)c12,-11,45
O=c1ccc(-c2noc(C3CCCCC3)n2)c[nH]1,-1,-4
Cc1ccc(C)c(N2CCN(C(=O)CCCN3C(=O)CCn4nc(C)cc43)CC2)c1,-3,27
CCOC(=O)c1ccc(OCC#Cc2ccc(C(F)(F)F)cn2)cc1,-8,.
Cc1ccsc1C(=O)N1CCCCC1CCN(C)C (stereo not drawn),1,3
COc1ccc(-n2nc(C(=O)NCC(=O)NCC3CCCO3)c3ccccc3c2=O)cc1OC (stereo not drawn),-5,-2
O=C(O)c1cc([N+](=O)[O-])c(NC(CS(=O)(=O)Cc2cccc(F)c2)C(=O)O)c([N+](=O)[O-])c1 (stereo not drawn),-2,-29
COc1ccc(NC(=O)C(O)(c2ccccc2)c2ccccc2)cc1,-3,-10
O=C(CC1Sc2ccccc2NC1=O)Nc1ccc(C(F)(F)F)cc1 (stereo not drawn),-7,7
CCOC(=O)C1CCCN(C(=O)CCc2csc(NC(=O)c3cccs3)n2)C1 (stereo not drawn),-6,5
CC1(C)C=C(N2CCN(C3=CC(C)(C)NC(C)(C)C3)CC2)CC(C)(C)N1,-10,-3
CCC(C)(C)OCC(O)CNCC(C)C (stereo not drawn),-6&-2,-7&-9
CCOc1ccc(Sc2cc(C(=O)NCC3CCCO3)c3ccccc3n2)cc1 (stereo not drawn),-21,14
# Following part.
SMILES,Pf apPOL inh,mHTT-CaM PPI inh
CCCNC(=O)C1CCN(c2cncnc2N(C)C)CC1,-8,-4
O=c1c2c3c(sc2ncn1-c1ccc(I)cc1)CCCC3,-4,2
CCOc1ccc(N(CC(=O)Nc2ccc(Cl)c(Cl)c2)S(C)(=O)=O)cc1,-4,11
CSCCC(C)(O)CNC(=O)CCc1ccccc1 (stereo not drawn),1,3
O=C(NCCC12CC3CC(CC(C3)C1)C2)c1ccc(F)cc1,1,-6
CCCCCC(=O)c1cc(C)c(C)cc1NC(C)=O,-4&-2,.
CCc1c(C2CCN(C(=O)Nc3cccc(Cl)c3)CC2)noc1N,-7,-1
O=C1OC(c2ccc(Cl)c([N+](=O)[O-])c2)=N/C1=C\c1ccccc1F,22,-2
O=C(Nc1ccc(N2CCCN(C(=O)C3CC3)CC2)cc1)c1c[nH]c2ccccc12,-4,24
O=S(=O)(Nc1ccc(Br)cc1F)c1ccc(F)cc1,.,-5
CCOc1ccccc1NC(=O)c1cc(S(=O)(=O)NC2CCCC2)ccc1F,37,9
CCOC(=O)N1CCN(C(=O)CN(c2ccccc2Cl)S(=O)(=O)c2ccccc2)CC1,-20,14
COC(=O)n1nc(C)c(Br)c1C,.,-6
Cn1c(=O)c2c(nc(SCC(=O)NC(C)(C)C)n2Cc2ccccc2Cl)n(C)c1=O,-149,1
O=C1CC(c2ccccc2Cl)c2cc3c(cc2N1)OCO3 (stereo not drawn),0,16
CCOC(=O)N1CCN(C(=O)/C(=C/c2cccs2)NC(=O)c2cccs2)CC1,-4,7
COc1c(Cl)cc(Cl)cc1Br,.,-2
COc1cccc(C(=O)N2CCc3nc[nH]c3C2)c1OC,-3,-22
Cc1ccc(/C=c2\sc3n(c2=O)C(N)=C(C#N)C(c2ccc(C)o2)C=3C#N)o1 (stereo not drawn),7,59*
CC1(C)COc2ccc(NC(=O)C3CCCC3)cc2NC1=O,1,-12
COc1cc(Br)cc2c1OC1(C)CC2NC(=O)N1c1cccc(Cl)c1 (stereo not drawn),-2,-3
O=C(Nc1ccc(F)c(F)c1)C1CCN(c2cc(C(=O)N3CCCC3)ccn2)CC1,-4,6
O=C(CSc1nc2cc(Cl)ccc2s1)Nc1ccccc1[N+](=O)[O-],-2,43
CCOC(=O)COc1ccccc1C1=NN(C(C)=O)C(c2ccc(F)cc2)C1 (stereo not drawn),-6,3
CCOc1ccc(OCC)c(NC(=O)CNS(=O)(=O)c2cccs2)c1,-1,9
CSc1nc2cc(C)ccc2n1C,-7,-4
CSc1nnc2c(n1)OC(c1ccco1)N(C(=O)c1ccccc1)c1ccccc1-2 (stereo not drawn),-61,40
O=C1CC(c2noc(C3CCC3)n2)CN1c1ccc(F)cc1 (stereo not drawn),-4,-8
CC(C)(C)C(=O)N1CCN(c2ccc(Nc3cccnc3)nn2)CC1,-2,-2
CCCC(=O)N1CCc2c(c(-c3nc(C)no3)nn2C)C1,-3,5
COc1ccccc1-c1nc(C2CCCN(C(=O)c3cccc(C)c3)C2)no1 (stereo not drawn),-4,-9
O=C(O)CCCNC(=O)/C(=C\c1ccc2c(c1)OCO2)NC(=O)c1ccc(Br)cc1,1,-2
Cc1cc(CNC(=O)Cc2ccc(SC(C)C)cc2)c(C)o1,-9,-16
CC(C)(C)C(=O)N1CC(c2nc(-c3cccnc3)no2)C1,16,-10
COCC(C)(O)CNS(=O)(=O)c1cccs1 (stereo not drawn),-6,-12
O=C(NCCO)c1ccc2[nH]c3ccccc3c2c1,-11,2
N#C/C(=C\c1ccco1)c1nn(CCO)c(N)c1C#N,-9,15
OCCN1CCN(C2CCN(Cc3ccc(F)cc3)CC2)CC1,-7,-1
COc1ccc(Cl)cc1C(=O)Nc1nnc(-c2cccc([N+](=O)[O-])c2)s1,3,-12
COc1cc2nc(N3CCN(C(=O)c4ccco4)CC3)nc(N)c2cc1OC,0,.

# Exported with two lines to a compound: part of the list above.
# The line under a structure holds: Pf apPOL inh, mHTT-CaM PPI inh
Clc1ccccc1N1CCN(c2ncnc3nc[nH]c23)CC1
→ 6, -7
Cc1ccc(NC(=O)OCC(F)(F)C(F)F)cc1NC(=O)OCC(F)(F)C(F)F
→ -5, 4
CCc1cccc(C)c1NC(=O)CSc1nnnn1-c1ccc(C(N)=O)cc1
→ 7, 8
N#Cc1ccc(-c2cccs2)[nH]c1=O
→ -5, 2
O=C(c1ccccc1Cl)n1cncc1-c1ccc([N+](=O)[O-])cc1
→ -2, 9
Cn1c(=O)c(-c2nc(-c3cccc(F)c3)no2)c(O)c2cc(F)ccc21
→ 2, 6
Cc1ccc(=O)n(CCNC(=O)c2cc3ccccc3o2)n1
→ -1, -15
N#Cc1ccc(NC(=O)c2nn3c(c2Cl)NC(c2ccccc2)CC3C(F)(F)F)cc1 (stereo not drawn)
→ 3, -1
COc1cc(C)ccc1OCCCOc1ccc(C=O)cc1
→ -6, -12
COc1ccc(C2=NN(c3ccccc3)C(C#N)C2)cc1 (stereo not drawn)
→ 3, -61
Cn1cc(C(=O)N2CCN(c3ccc(F)cc3)CC2)c2ccccc2c1=O
→ -3, 9
O=C(NCCCN1CCc2ccccc2C1)c1noc2c1CCCCC2
→ -1, 4
CCCCN1C(=O)S/C(=C\c2cc(C)n(C)c2C)C1=O
→ -6, 1
Cc1ccc(C2CC(=O)CC(c3ccccc3)S2)cc1 (stereo not drawn)
→ -3, 0
Cc1ccc(C2C=C(c3ccc(I)cc3)Nc3nnnn32)cc1 (stereo not drawn)
→ -4, -2
Cc1ccc(C)c(NC(=O)C2CCn3c(nc4ccccc43)C2)c1 (stereo not drawn)
→ -7, -10
CC(C)c1ccc(S(=O)(=O)N2CCC3(CC2)NCCN=C3NC2CCCCCC2)cc1
→ -10, 4
CCC(C)NC(=O)Cn1cnc2c(oc3ccccc32)c1=O (stereo not drawn)
→ 0, -6
Cc1ccc(C(=O)Nc2ccc3c(c2)OCO3)cc1[N+](=O)[O-]
→ 0, 5
Cc1cccc(-c2cc(N3CCN(C(=O)Nc4ccccc4)CC3)ncn2)c1
→ 4, 23
Cc1noc(C)c1S(=O)(=O)N1CCN(C)C(c2ccccc2)C1 (stereo not drawn)
→ 0, 0
OCCNCCOc1ccc(I)cc1
→ -5, -3

# (next part)
SMILES,Pf apPOL inh,mHTT-CaM PPI inh
O=C1CCCc2oc3c(Cl)cc(NS(=O)(=O)c4cc([N+](=O)[O-])ccc4Cl)cc3c21,-2,5
Cc1ccc(N=Cc2nc(-c3ccc([N+](=O)[O-])cc3)oc2O)c(Br)c1,-1,-1
O=C(Cn1cc(-c2nc(-c3cccs3)no2)ccc1=O)c1ccc2c(c1)OCO2,-1,-6
CC1CCC2(CC1)NC(=O)N(CC(=O)NCc1ccccc1F)C2=O (stereo not drawn),-7,-5
O=C(NC1CCCC1)C1c2ccccc2C(=O)N1CCCN1CCOCC1 (stereo not drawn),-22,-11
Cc1cccc(-c2ncc(C(=O)NC3CC3)c(N(C)C3CCCCC3)n2)c1,1,5
COc1cccc(COc2cn(C)c(C(=O)Nc3ccc4c(c3)OCCO4)cc2=O)c1,-8,-14
Cc1cc(=O)n2nc(-c3ccccc3)sc2n1,-8,0
COc1ccc(NC(=O)c2sc3nc(-c4ccc(OC)c(OC)c4)ccc3c2N)c(OC)c1,-6,-19
CCOc1ccccc1NC(=O)CN(c1ccc(CC)cc1)S(C)(=O)=O,-7,1
CCOc1ccc2nc(C)cc(Nc3ccccc3OCC)c2c1,0,6
CC(C)[C@H]1COCCS(=O)(=O)N1Cc1ccccc1,-6,-10
COc1ccc(OC)c(C2NC(=O)NC(C)=C2C(=O)Nc2cccc(Cl)c2)c1 (stereo not drawn),0,25

# Screens as filed in PubChem.
